RGS7-Gao reg: human RGS7-Galphao interaction regulation; P09471; Multiplexed bead flow cytometry, RGS7-Galphao binding; actives lie on both sides; binding response (% of control), % at 10 µM; 0.35% of 220,000 active; AID 1439; in the data active = binding response below about 49% or above about 150%; inconclusive = no clear call, values can overlap the other calls; inactive = in between;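 note: fluorescent Galphao held in activated GDP-AlF4 state binding bead-coupled RGS7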
Bcl-2 Bim block: disrupts Bim peptide binding to human Bcl-2; P10415; Bead-based flow cytometry, Bim peptide-Bcl-2 binding; inhibition, % at 10 µM; 0.06% of 190,000 active; AID 950; in the data active = inhibition above about 40%; inconclusive = no clear call, values can overlap the other calls;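 note: 0% = no compound wells with probe peptide and 100% = reference peptide inhibitor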
Target sequence (P10415 whole entry, looked up): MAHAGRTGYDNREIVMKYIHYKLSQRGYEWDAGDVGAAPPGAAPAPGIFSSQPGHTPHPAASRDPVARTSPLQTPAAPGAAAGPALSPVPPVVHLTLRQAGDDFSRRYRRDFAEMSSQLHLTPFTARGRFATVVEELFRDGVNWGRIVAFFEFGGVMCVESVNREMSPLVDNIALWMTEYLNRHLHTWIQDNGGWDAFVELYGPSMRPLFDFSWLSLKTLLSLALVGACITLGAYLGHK
Bim-Bcl-XL: human Bim-Bcl-XL interaction inhibition; Q07817; Bim peptide-Bcl-XL binding, bead flow cytometry, fluorescence; inhibition, % at 10 µM; 0.04% of 190,000 active; AID 1007
Target sequence (Q07817 whole entry, looked up): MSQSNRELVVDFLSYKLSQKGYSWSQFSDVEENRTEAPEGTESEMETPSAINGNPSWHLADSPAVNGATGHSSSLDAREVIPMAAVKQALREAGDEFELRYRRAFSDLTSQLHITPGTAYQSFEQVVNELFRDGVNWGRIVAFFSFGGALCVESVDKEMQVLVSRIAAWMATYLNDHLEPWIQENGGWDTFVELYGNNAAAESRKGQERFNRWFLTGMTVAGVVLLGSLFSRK
Mcl1-Bid inh: disrupts binding of human Mcl-1 to Bid peptide; Q07820; TR-FRET Mcl-1/Bid-Dy647 peptide binding, 1536-well; inhibition, % at 21.7 µM; 0.97% of 220,000 active; AID 1021;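 active = compounds that cut the binding signal by more than half at the single screening dose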;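 note: His-tagged Mcl-1 with europium anti-His antibody binding Bid BH3 peptide; 0% = Mcl-1 plus peptide wells and 100% = peptide-only wells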
Bim-Bcl-W: disrupts Bim peptide binding to human Bcl-W; Q92843; bead-based flow cytometry; inhibition, % at 10 µM; 0.02% of 190,000 active; AID 952;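 note: 0% = bound tracer without compound and 100% = peptide blocker; higher means less fluorescent Bim peptide bound to Bcl-W beads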
Target sequence (Q92843 whole entry, looked up): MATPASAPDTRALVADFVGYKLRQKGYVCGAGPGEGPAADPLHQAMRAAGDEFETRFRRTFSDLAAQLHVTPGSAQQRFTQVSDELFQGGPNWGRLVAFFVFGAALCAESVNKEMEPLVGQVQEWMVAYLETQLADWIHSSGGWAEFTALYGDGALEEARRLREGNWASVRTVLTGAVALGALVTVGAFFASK
Mcl-1 Bim block: inhibitors of Bim-Mcl-1 interaction, human; Q07820; Bead-based flow cytometry, Bim peptide-Mcl-1 binding; inhibition, % at 10 µM; 0.1% of 190,000 active;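 note: 0% = no compound tracer wells and 100% = peptide blocker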
Bfl-1 Bim block: human Bim-Bfl-1 interaction inhibition. Q16548. 0.12% of 190,000 active. AID 1008. inhibition, % at 10 µM. Bead-based flow cytometry, Bim-Bfl-1 binding inhibition;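 note: 0% = wells without compound plus tracer and 100% = blocker peptide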
Mcl1 Noxa PPI: disrupts binding of human Mcl-1 to Noxa peptide | 1.5% of 220,000 active | AID 1022 | Q07820 | TR-FRET Mcl-1/Noxa peptide binding, 2 h | inhibition, % at 21.7 µM;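 active = compounds that cut the protein-peptide binding signal by more than 50% relative to plate controls in a single-dose test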;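 note: His-tagged Mcl-1 with rhodamine Noxa BH3 peptide and terbium anti-His antibody; 0% = Mcl-1 plus Noxa peptide wells and 100% = peptide-only wells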
RGS4-Gao reg: modulates binding of RGS4 to human Galphao | 0.33% of 220,000 active | binding response (% of control), % at 10 µM | Multiplexed bead flow cytometry; actives lie on both sides | AID 1415; in the data active = binding response below about 49% or above about 150%; inactive = in between;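 note: fluorescent Galphao activated with aluminum fluoride binding bead-coupled RGS4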
Bcl-B Bim block: disrupts Bim peptide binding to human Bcl-B; 0.073% of 190,000 active; bead-based flow cytometry; inhibition, % at 10 µM; Q9HD36; AID 951;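 note: 0% = tracer peptide without compound and 100% = reference inhibitor peptide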
Target sequence (Q9HD36 whole entry, looked up): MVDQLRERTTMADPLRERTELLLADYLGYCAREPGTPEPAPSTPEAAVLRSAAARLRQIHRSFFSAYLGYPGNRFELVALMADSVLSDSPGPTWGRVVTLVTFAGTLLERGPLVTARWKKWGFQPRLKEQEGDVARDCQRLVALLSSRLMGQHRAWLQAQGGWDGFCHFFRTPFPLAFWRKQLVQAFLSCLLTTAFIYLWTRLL
RGS8-Gao reg: human RGS8-Galphao interaction regulation; 0.34% of 220,000 active; multiplexed bead flow cytometry, RGS8-Galphao binding; actives lie on both sides; response (percent of control binding), % at 10 µM; in the data active = response below about 60% or above about 140%; inactive = in between;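 note: Galphao activated as the GDP aluminium fluoride complex binding bead-coupled RGS8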
* marks the source's active call; other numbers are inactive results; ? = inconclusive; nt = no result given. Cut-off read from the data, not from the text of the source, unless noted: active = inhibition above about 40%.

SMILES	RGS7-Gao reg	Bcl-2 Bim block	Bim-Bcl-XL	Mcl1-Bid inh	Bim-Bcl-W	Mcl-1 Bim block	Bfl-1 Bim block	Mcl1 Noxa PPI	RGS4-Gao reg	Bcl-B Bim block	RGS8-Gao reg
CCc1ccc(OCC(=O)NC(NC(=S)Nc2ccccc2C)C(Cl)(Cl)Cl)cc1 (centres undefined)	99	-6	-3	-11	-4	-4	-1	11	99	-8	101
CC(C)C(NC(=O)C1CCCCC1)C(=O)Nc1ccccn1 (centres undefined)	100	-10	-1	-16	3	-3	-8	3	100	-8	102
CCN(CC)S(=O)(=O)c1ccc(C)c(NC(=O)COC(=O)c2ccc(C)c(S(=O)(=O)N3CCOCC3)c2)c1	103	-5	0	-42	-2	-5	-1	-20	100	-3	99
Cc1cccc(NC(=O)c2cc(N3CCOCC3)nc3ccccc23)c1	96	0	-1	-11	1	0	-3	1	99	2	100
Cc1cc(C)nc(NS(=O)(=O)c2ccc(NS(=O)(=O)c3ccccc3)cc2)n1	97	-4	0	-23	0	0	0	7	103	0	103
CCOC(=O)N1CCN(C(=O)CN(c2ccccc2OC)S(=O)(=O)c2ccc(C)cc2)CC1	97	-9	-2	-20	0	0	-15	23	98	-7	100
O=C(Nc1cccc(C(F)(F)F)c1)NC1CCN(S(=O)(=O)c2ccc(F)cc2)CC1	113	-9	-4	-20	2	-1	-17	13	112	-7	106
O=C(Oc1ccc2c(c1)OCO2)c1cc2c(s1)CCC2	83	0	-5	-42	-1	-1	-2	57*	81	-1	94
O=C(CCC1CCCN(C(=O)c2ccncc2)C1)NCc1ccc(F)c(F)c1 (centres undefined)	99	-1	-1	-55	-2	-2	1	9	104	0	105
Cc1nc2nc(Cc3ccccc3)[nH]n2c(=O)c1Cc1ccccc1	100	2	1	16	1	3	2	26	100	3	100
CNc1cc(C)nc(-n2nc(C)cc2C)n1	98	-5	-8	-19	-2	-5	-18	0	98	-9	101
CCCc1cc(-c2n[nH]c(=S)n2CC)c2ccccc2n1	101	1	0	-48	0	-3	3	13	97	-8	98
COC(=O)C(C(=O)N1CCN(C)CC1)C1CCCCCC1 (centres undefined)	102	-4	-8	-30	-4	-3	-4	-18	103	-7	100
Cc1nn(C(=O)Cn2ccc([N+](=O)[O-])n2)c(C)c1Br	101	-5	-2	-2	-3	-4	-2	9	102	-3	99
CCOc1ccccc1NC(=O)Nc1ccc(Br)cc1C	109	0	1	-39	1	-4	4	6	98	-1	97
CC(C)(C)C(=O)OC/C(N)=N/OC(=O)c1ccccc1	nt	nt	nt	-23	nt	nt	nt	8	100	nt	99
CCCn1c(SCC(=O)NC(C)(C)C)nnc1C(C)C	90	-9	-22	0	0	-1	-10	0	91	-6	96
CCCOC1CCCN(C(=O)c2cc(Cl)c(Cl)cc2C(=O)O)C1 (centres undefined)	103	0	0	5	2	2	-2	9	104	-2	105
CC(C)(C)C(=O)CSc1nc2ccccc2o1	102	-2	-5	-12	-2	-1	-8	8	102	-4	101
CN(CCN1CCOCC1)Cc1nc(-c2cccs2)no1	87	-5	-5	-31	-8	-5	-6	-4	96	-4	100
Cc1ccc(S(=O)(=O)N2CCN(Cc3nc4sc5c(c4c(=O)[nH]3)CCCC5)CC2)cc1	99	-3	-5	-42	-1	-1	0	-13	98	-4	100
CCOC(=O)NC(C(F)(F)F)(C(F)(F)F)P(=O)(c1ccccc1)c1ccccc1	106	-1	0	-10	0	2	-3	21	111	-5	102
Cc1ccc(SCc2nc(-c3ccccc3)no2)cc1	102	-16	-7	-14	0	-3	-16	8	100	-9	100
COc1cccc2c3c(c(=O)[nH]c12)CCC(C)(C)O3	102	-6	0	-3	-1	1	-8	1	108	-1	98
Cc1ccc2nc(SCC(=O)Nc3ccc(F)c([N+](=O)[O-])c3)[nH]c2c1	105	-9	-13	11	-7	-5	-14	-4	105	-14	100
Additional compounds follow:
SMILES	RGS7-Gao reg	Bcl-2 Bim block	Bim-Bcl-XL	Mcl1-Bid inh	Bim-Bcl-W	Mcl-1 Bim block	Bfl-1 Bim block	Mcl1 Noxa PPI	RGS4-Gao reg	Bcl-B Bim block	RGS8-Gao reg
CC1CCC(NC(=O)CC2Oc3ccccc3NC2=O)CC1 (centres undefined)	101	-5	-2	-18	-2	-1	-10	-7	101	-5	101
O=c1[nH]c2cc3ccccc3cc2nc1C(F)(F)F	99	-6	-1	-3	-3	0	-2	3	102	-2	101
COc1ccc(CCNc2cc(C)nc3c(-c4ccc(Cl)cc4)cnn23)cc1OC	94	-15	-4	-39	-5	-4	-19	11	95	-4	97
CCn1c(SCC(=O)N2CCOCC2)nc(O)cc1=O	101	-6	-4	-30	-2	2	-8	0	102	-2	101
CN1C(=O)c2cccc3c(S(=O)(=O)NCc4ccco4)ccc1c23	90	0	0	-10	0	-5	1	8	93	-1	97
COc1cc2c(cc1OC)CN(c1nc(CN3CCOCC3)nc3sc4c(c13)CCC(C)C4)CC2 (centres undefined)	104	0	-2	7	-2	0	0	37	103	-2	103
COc1ccc(C2CC(C)=C(C#N)S(=O)(=O)C2C#N)cc1 (centres undefined)	?	nt	nt	-70	nt	nt	nt	7	101	nt	102
Cn1c(NC(=O)c2ccccc2)c(-c2ccccn2)c(=O)c2ccccc21	111	-2	2	-20	0	-1	1	24	109	4	104
CC(C)(C)c1nn(-c2ccccc2)c2[nH]c(=O)c(CNc3ccc4c(c3)OCCO4)cc12	97	1	1	-178	1	-1	8	38	100	-4	102
COc1cc(C#N)c(NC(=O)CN2CCC(C(N)=O)CC2)cc1OC	99	-4	-6	-23	-1	-38	1	-8	100	-9	99
Cc1ccc(NC(=O)CCC(=O)N/N=C/c2ccco2)c(C)c1	100	-6	-6	-33	-2	-4	-4	8	104	-5	102
N#CCC(=O)N/N=C/c1cccc(Oc2ccccc2)c1	104	-3	-1	-20	-2	1	-7	23	100	-3	102
COc1ccc(C(=O)NCc2ccc(-c3nc4ccccc4s3)cc2)cc1	100	0	-1	-2	-2	-3	-3	13	98	-1	99
C/C(=N\Nc1nccnc1Cl)c1ccc([N+](=O)[O-])cc1	102	-11	-9	-18	-2	-3	-21	25	101	-9	101
CCOC(=O)C1=C(C)Nc2[nH]c(=O)[nH]c(=O)c2C1c1cccs1 (centres undefined)	94	1	-5	-10	0	0	-1	8	95	-2	90
COc1ccc(CCN(C)C(=O)CN2C(=O)c3ccccc3S2(=O)=O)cc1OC	104	-4	-14	-35	5	1	-14	1	105	-5	101
COc1ccc(Cl)cc1N1C(=O)C2CCCN2C1c1ccc(F)c(F)c1 (centres undefined)	97	-12	-6	-12	-4	0	-13	-7	98	-9	101
COCCN1Cc2cccc(C(=O)Nc3ccc(-c4nc5ccccc5[nH]4)cc3)c2C1=O	100	0	-6	-8	-3	-2	0	16	102	-4	102
COc1ccccc1CCNC(=O)C(=O)NCC1OCCN1S(=O)(=O)c1ccc(Br)cc1 (centres undefined)	97	-10	-9	-8	-7	-7	-7	-11	101	-11	102
CCC(CC)C(=O)Nc1cc(C)c2c(=O)oc3ccccc3c2n1	107	0	0	6	5	2	-7	21	107	-3	105
Cc1ccc2nc(=O)c(NNc3ccccc3)cnc2c1	104	-2	-6	-18	-5	-3	-1	6	104	-3	105
Cc1ccc(Cn2ccc(NC(=O)c3c(-c4ccccc4Cl)noc3C)n2)cc1	103	-7	0	-29	2	0	-10	5	104	-9	102
O=C1CCC(=O)N1CCSC(=S)N1CCOCC1	?	nt	nt	-20	nt	nt	nt	12	97	nt	99
COc1ccc(OC)c(CN2CCN(CCc3ccccc3)C(CCO)C2)c1 (centres undefined)	96	3	0	-8	-1	1	-6	3	94	0	98
C[C@@H](C(=O)NCc1ccccn1)[C@@H]1C[C@@]1(C)[C@@H](NC(=O)OCc1ccccc1)c1ccccc1	99	-3	-4	-8	-4	-4	-4	8	101	-3	105

Some of the entries so far, with each value named:
COc1ccc(CCN(C)C(=O)CN2C(=O)c3ccccc3S2(=O)=O)cc1OC
  RGS7-Gao reg: 104; Bcl-2 Bim block: -4; Bim-Bcl-XL: -14; Mcl1-Bid inh: -35; Bim-Bcl-W: 5; Mcl-1 Bim block: 1; Bfl-1 Bim block: -14; Mcl1 Noxa PPI: 1; RGS4-Gao reg: 105; Bcl-B Bim block: -5; RGS8-Gao reg: 101
CC(C)(C)c1nn(-c2ccccc2)c2[nH]c(=O)c(CNc3ccc4c(c3)OCCO4)cc12
  RGS7-Gao reg: 97; Bcl-2 Bim block: 1; Bim-Bcl-XL: 1; Mcl1-Bid inh: -178; Bim-Bcl-W: 1; Mcl-1 Bim block: -1; Bfl-1 Bim block: 8; Mcl1 Noxa PPI: 38; RGS4-Gao reg: 100; Bcl-B Bim block: -4; RGS8-Gao reg: 102

Next results
SMILES	RGS7-Gao reg	Bcl-2 Bim block	Bim-Bcl-XL	Mcl1-Bid inh	Bim-Bcl-W	Mcl-1 Bim block	Bfl-1 Bim block	Mcl1 Noxa PPI	RGS4-Gao reg	Bcl-B Bim block	RGS8-Gao reg
COc1ccc(C(=O)Oc2ccc(C(C)=O)cc2)c(OC)c1	100	-9	2	40	2	3	-8	22	90	-7	96
Cc1cc(NCc2ccco2)nc2cc(O)ccc12	106	-4	-9	-21	-9	-2	-9	2	103	-8	106
Cc1ccc(CNC(=O)Cn2cccc2C(=O)c2ccccc2C)cc1	?	-6	0	-28	0	-1	-5	5	104	-3	101
O=C(COC(=O)c1ccc2c(c1)C(=O)N(CCc1ccccc1)C2=O)Nc1ccc(OC(F)F)cc1	101	-2	-1	-12	-3	-1	-2	-12	91	-2	85
N#CCSc1nnc(SCC#N)s1	?	nt	nt	-41	nt	nt	nt	12	94	nt	98
CS(=O)(=O)N(C(=O)NC(=O)NC1CCS(=O)(=O)C1)C1CCCCC1 (centres undefined)	97	-5	-3	-6	0	2	-12	-2	100	-4	101
O=C(NCCC1=CCCCC1)C1COc2ccccc2O1 (centres undefined)	98	3	-1	-34	3	2	0	4	86	0	95
CC(C)OCCCNc1ncc2c(n1)CC(c1ccccc1)CC2=O (centres undefined)	102	9	3	-51	16	2	30	60*	102	2	97
Cc1c(Cl)cccc1NC(=O)CSCc1cc(=O)[nH][nH]1	100	-4	-2	-42	-3	-2	-1	-6	101	-3	99
O=C(CN1c2ccccc2Sc2ccccc21)N/N=C/c1ccc(Cl)cc1Cl	?	nt	nt	-30	nt	nt	nt	8	100	nt	101
O=[N+]([O-])c1cccnc1N1CCC(c2cc(-c3cccc(C(F)(F)F)c3)n[nH]2)CC1	103	-9	5	11	6	1	-8	4	101	-5	98
CC(C)OC(=O)c1sc2nc(-c3ccccc3)ccc2c1N	108	-4	1	-8	-1	-2	-10	0	114	-1	109
CCN(C(=S)NCc1ccccc1)c1cccc2ccccc12	100	-3	-4	-46	-5	-2	-4	14	105	-4	101
CCS(=O)(=O)N1CCN(S(=O)(=O)c2ccc(F)cc2)CC1	99	0	-2	-17	1	-4	0	-12	96	-2	97
COC(=O)c1sccc1NC(=S)Nc1ccc(F)cc1	103	-1	-3	-61	0	-1	-8	29	106	0	111
Brc1ccccc1-c1nnc(CSc2nnnn2-c2ccccc2)o1	93	-11	0	-6	-2	0	-13	10	93	-8	102
CCC(=O)N(Cc1ccc(S(N)(=O)=O)cc1)C1CC(=O)N(c2ccccc2)C1=O (centres undefined)	104	?	nt	4	nt	nt	nt	5	100	nt	99
CCNS(=O)(=O)c1ccc(NC(=O)c2cncc(Br)c2)cc1	100	2	-4	-3	-1	-1	-1	-1	99	-6	100
CCC(C)Sc1nc2c(c(=O)[nH]c(=O)n2C)n1CC(O)COc1cccc2ccccc12 (centres undefined)	109	0	-2	2	2	0	-5	13	100	-7	97

Source: PubChem
